RNase H inhibition – RNase H inhibition, HIV 1 Gag Pol polyprotein, FRET biochemical assay, screening (AID 372) | hit rate 0.77% among 100,000 | HIV-1 RT RNase H, FRET RNA/DNA substrate fluorescence; higher % means a stronger effect | one-dose inhibition, % at 10 µM; IC50 in µM for titrated hits; in the data active = inhibition above about 50%
Active calls of the source: *. Some of the compounds tested; count on the stated rates, not on these rows.

For CC(=O)CCc1oc2ccccc2c1-c1ccccc1 the results were RNase H inhibition 5%.
`COc1ccc(C(=O)CSc2nc3c(c(-c4ccc(C)o4)c2C#N)CCCC3)cc1` gave RNase H inhibition 15%.
Screening CC(C)=C1C2CCC1C(C(=O)NCCC(c1ccccc1)c1ccccc1)C2C(=O)O (stereo not drawn) returned RNase H inhibition 9%.
For O=C(c1ccc(N2CCN(C(=O)c3ccc(F)cc3F)CC2)cc1)c1cccc(F)c1 the results were RNase H inhibition 6%.
Cc1cccc2c1[nH]c1nc(N/N=C\c3ccc(O)cc3)nnc12 was read as RNase H inhibition 3%.
Screening CCCCCc1nnc(NC(=O)C(C)(C)C)s1 returned RNase H inhibition 8%.
For CCOc1ccc(S(=O)(=O)N(CC(=O)NC(C)CC)c2ccc(C)cc2)cc1 (stereo not drawn) the results were RNase H inhibition 5%.
COc1ccc(OCC(=O)N2CCN(C(=O)c3ccco3)CC2)cc1 was read as RNase H inhibition 11%.
CCN(CC)c1ccc(Nc2nc(-c3c(C)nc4sccn34)cs2)cc1 was read as RNase H inhibition 29%.
For Cc1c(NC(=O)Nc2ccccc2)sc(=S)n1C the results were RNase H inhibition 6%.
For CCOc1ccc(C(NC(=O)c2ccccc2OC)c2ccc(OC)cc2)cc1 (stereo not drawn) the results were RNase H inhibition 7%.
`CC12CCC(C(=O)N(c3cccc(F)c3)C1=O)C2(C)C` (stereo not drawn) gave RNase H inhibition 6%.
`O=C(c1ccccc1)N1CCN(Cc2ccco2)CC1` gave RNase H inhibition 7%.
For Cc1ccc(C)c(OCCOc2ccccc2/C=C2\SC(N)=NC2=O)c1 the results were RNase H inhibition 2%.
`CCOc1ccccc1NC(=O)C(=O)N/N=C/c1ccc([N+](=O)[O-])cc1` gave RNase H inhibition 3%.
`COc1cc(/C=c2\sc3nc4cc(C)c(C)cc4n3c2=O)cc(OC)c1OC` gave RNase H inhibition 4%.
Screening CCCC(=O)N1c2ccccc2C(C)(c2ccccc2)CC1(C)C (stereo not drawn) returned RNase H inhibition 17%.
For NC(=O)c1c(NC(=O)CCC2CCCCC2)sc2c1CCCCC2 the results were RNase H inhibition 6%.
Screening Cc1ccc(C(C)C)c(OCC(=O)Nc2c(C)cc(Br)cc2C)c1 returned RNase H inhibition 15%.
For CCOC(=O)C1=C(C)N=c2s/c(=C\c3ccc(-c4cc(Cl)ccc4C)o3)c(=O)n2C1c1ccc2c(c1)OCO2 (stereo not drawn) the results were RNase H inhibition 21%.
Screening CCOC(=O)c1ccc(NC(=S)NC(=O)c2cc(OCC)c(OCC)c(OCC)c2)cc1 returned RNase H inhibition 16%.
Screening CC(C)(C)C1(O)CC(C(=O)O)(C(C)(C)C)OC1=O (stereo not drawn) returned RNase H inhibition 6%.
`O=C(Nc1ccc2oc(-c3ccncc3)nc2c1)c1ccccn1` gave RNase H inhibition 8%.
`Cc1ccc2c(ccc(C)[n+]2C)c1[N+](=O)[O-]` gave RNase H inhibition 4%.
COC1CCCCC1N1CCN(C(=O)c2ccccc2)CC1 (stereo not drawn) was read as RNase H inhibition 40%.
`COc1ccc(CNC(=O)C(=O)Nc2cc(C)ccc2OC)cc1` gave RNase H inhibition 30%.
Cc1ccc(-c2[nH]n3c(=O)c4c(nc3c2C)CCC4)cc1 was read as RNase H inhibition 9%.
`COc1ccc(/C(O)=C2/C(=O)C(=O)N(CCCCCC(=O)O)C2c2ccc([N+](=O)[O-])cc2)cc1` (stereo not drawn) gave RNase H inhibition 6%.
For CC1=NN(c2ccccc2)C(=O)/C1=C/c1cn(-c2ccccc2)nc1-c1ccc(F)cc1 the results were RNase H inhibition 7%.
For O=C1CCCC2=C1C(c1cccc(Br)c1)Nc1ccc3ncccc3c12 (stereo not drawn) the results were RNase H inhibition 26%.

Of the compounds above, three contain fluorine:
For O=C(c1ccc(N2CCN(C(=O)c3ccc(F)cc3F)CC2)cc1)c1cccc(F)c1 the results were RNase H inhibition 6%.
`CC12CCC(C(=O)N(c3cccc(F)c3)C1=O)C2(C)C` (stereo not drawn) gave RNase H inhibition 6%.
For CC1=NN(c2ccccc2)C(=O)/C1=C/c1cn(-c2ccccc2)nc1-c1ccc(F)cc1 the results were RNase H inhibition 7%.

Next section:
Screening CCOC(=O)c1c(CN2CCCCC2)n(C)c2cc(Br)c(O)cc12 returned RNase H inhibition 1%.
CC(=O)C12c3ccccc3C(c3ccccc31)C1C(=O)NC(=O)C12 (stereo not drawn) was read as RNase H inhibition 16%.
For Cc1ccc(C(=O)N2CCN(c3ccc(F)cc3)CC2)cc1C the results were RNase H inhibition 13%.
`CCC(=O)Nc1nc(C)c(-c2csc(Nc3cc(C)ccn3)n2)s1` gave RNase H inhibition 30%.
For COc1cc(/C=C(\NC(=O)c2ccccc2)C(=O)Nc2nccs2)ccc1OC(C)=O the results were RNase H inhibition 15%.
Screening Cc1ccc(-c2nnc(NC(=O)OCC(C)C)s2)cc1 returned RNase H inhibition 6%.
`COc1cccc(N(CC(=O)N2CCOCC2)S(C)(=O)=O)c1` gave RNase H inhibition 3%.
For O=C(O)c1ccc(CSc2ccc(Cl)cc2)cc1 the results were RNase H inhibition 6%.
`O=C(O)c1ccc(/C=N/NC(=O)C(O)c2ccccc2)cc1` (stereo not drawn) gave RNase H inhibition 1%.
Screening C=CCN1C(=O)/C(=C\c2cccc(OCc3ccccc3C)c2)SC1=S returned RNase H inhibition 14%.
For Cc1c(NS(=O)(=O)c2cc(Cl)ccc2Cl)cccc1[N+](=O)[O-] the results were RNase H inhibition 0%.
Screening CCOC(=O)c1c(-c2ccc([N+](=O)[O-])cc2)csc1NC(=O)CN1CCN(C)CC1 returned RNase H inhibition 20%.
`O=C(N/N=C1\CC2CCC1C2)c1ccc(Cl)cc1Cl` (stereo not drawn) gave RNase H inhibition 8%.
For Cc1cccc(OCC(=O)Nc2cccc(-c3nc4cc(C)cc(C)c4o3)c2)c1 the results were RNase H inhibition 2%.
For N#CC1=C(S)NC(=O)C(C#N)C12CCCCC2 (stereo not drawn) the results were RNase H inhibition 31%.
For O=C(N/N=C/c1ccc([N+](=O)[O-])cc1)c1cc(C2CC2)[nH]n1 the results were RNase H inhibition 10%.
For Cc1ccc(OCC(=O)Nc2ccc(F)c([N+](=O)[O-])c2)c(C)c1 the results were RNase H inhibition 9%.
Cc1ccc(S(=O)(=O)Nc2cccc([N+](=O)[O-])c2)cc1 was read as RNase H inhibition 0%.
O=C(Nc1ccc(Cl)cc1Cl)c1nn2c(c1Br)NC(c1ccccc1)CC2C(F)(F)F (stereo not drawn) was read as RNase H inhibition 0%.
Screening COc1ccc(OCC(=O)NCCSCc2ccc(Cl)cc2)cc1 returned RNase H inhibition 4%.

Brought forward from above: 5 compounds, followed by the next part.
For O=C(N/N=C/c1ccc([N+](=O)[O-])cc1)c1cc(C2CC2)[nH]n1 the results were RNase H inhibition 10%.
For Cc1ccc(OCC(=O)Nc2ccc(F)c([N+](=O)[O-])c2)c(C)c1 the results were RNase H inhibition 9%.
Cc1ccc(S(=O)(=O)Nc2cccc([N+](=O)[O-])c2)cc1 was read as RNase H inhibition 0%.
O=C(Nc1ccc(Cl)cc1Cl)c1nn2c(c1Br)NC(c1ccccc1)CC2C(F)(F)F (stereo not drawn) was read as RNase H inhibition 0%.
Screening COc1ccc(OCC(=O)NCCSCc2ccc(Cl)cc2)cc1 returned RNase H inhibition 4%.
`Cc1cc(=O)oc2cc3c(cc12)OCCO3` gave RNase H inhibition 6%.
Screening O=C(OCc1ccc2c(c1)OCO2)c1ccc(S(=O)(=O)N2CCCCC2)cc1 returned RNase H inhibition 2%.
For FC(F)(F)c1ccc(-c2ccccc2-c2nnc(-c3ccccc3-c3ccc(C(F)(F)F)cc3)o2)cc1 the results were RNase H inhibition 11%.
Cc1cccc(C)c1OCC(O)Cn1c2ccccc2c2ccccc21 (stereo not drawn) was read as RNase H inhibition 14%.
`CC(=O)C1=C(O)CCC1=Nc1ccccc1` gave RNase H inhibition 5%.
For CC(=O)NC1=NC(=O)/C(=C\c2ccc(Br)o2)S1 the results were RNase H inhibition 32%.
Screening COc1cccc(C2C(C#N)=C(N)Oc3c2ccc2ccccc32)c1OC (stereo not drawn) returned RNase H inhibition 28%.
Cc1ccc(C(=O)NC(=S)Nc2cc(-c3nc4cc(Cl)cc(Cl)c4o3)ccc2C)cc1 was read as RNase H inhibition 1%.
CCC12C(=O)C(CC)(C(c3ccccc3)=C1c1ccccc1)C1C(=O)N(c3ccc(C)c(Cl)c3)C(=O)C12 (stereo not drawn) was read as RNase H inhibition 14%.
CCCn1c(C(O)c2cccc(OC)c2)nc2ccccc21 (stereo not drawn) was read as RNase H inhibition 2%.
`CCN(CC)c1ccc(NC(=S)NC(=O)c2ccc(Cl)cc2)cc1` gave RNase H inhibition 15%.
`O=C(O)c1c[nH]c2c(ccc3ccccc32)c1=O` gave RNase H inhibition 13%.
Screening COc1ccc(C(=O)N2CCOCC2)cc1[N+](=O)[O-] returned RNase H inhibition 0%.
`Cc1ccc(C(=O)O/N=C(\N)Cc2cccc3ccccc23)cc1[N+](=O)[O-]` gave RNase H inhibition 27%.
`CC(=O)N/C(=C/c1cccc(Br)c1)C(=O)O` gave RNase H inhibition 11%.
`O=Cc1cn(-c2ccccc2)nc1-c1ccncc1` gave RNase H inhibition 4%.
CC1=C(C(=O)OCCc2ccccc2)C(c2cccc([N+](=O)[O-])c2)NC(=O)N1C (stereo not drawn) was read as RNase H inhibition 9%.
Screening Oc1c(/C=N/Nc2nc(-c3ccccc3)cc(-c3ccccc3)n2)sc2ccccc12 returned RNase H inhibition 5%.
`O=C(COC(=O)c1cccs1)c1ccc(Cl)c(Cl)c1` gave RNase H inhibition 43%.
`Cc1ccc(C(C)C)c(OCCOc2cccc(/C=C3/SC(=S)N(C)C3=O)c2)c1` gave RNase H inhibition 14%.

Random excerpt: 4 records from the list.
Screening Oc1c(/C=N/Nc2nc(-c3ccccc3)cc(-c3ccccc3)n2)sc2ccccc12 returned RNase H inhibition 5%.
`CCN(CC)c1ccc(NC(=S)NC(=O)c2ccc(Cl)cc2)cc1` gave RNase H inhibition 15%.
`Cc1ccc(C(C)C)c(OCCOc2cccc(/C=C3/SC(=S)N(C)C3=O)c2)c1` gave RNase H inhibition 14%.
`Cc1ccc(C(=O)O/N=C(\N)Cc2cccc3ccccc23)cc1[N+](=O)[O-]` gave RNase H inhibition 27%.

New compounds follow:
COc1ccc(OC)c(NC(=O)C(=O)NCc2ccc(C)cc2)c1 was read as RNase H inhibition 48%.
`O=C(Nc1ccc(Br)cc1)c1ccccc1[N+](=O)[O-]` gave RNase H inhibition 1%.
`O=C(c1cccs1)N1CCCCCC1` gave RNase H inhibition 0%.
For O=C(Nc1cccc(NC(=O)c2ccccc2Cl)c1)c1ccc([N+](=O)[O-])cc1 the results were RNase H inhibition 15%.
`CC(C)CNC(=O)C(=O)N/N=C/c1ccc(Cl)cc1Cl` gave RNase H inhibition 8%.
`CC(C)c1ccc(/C=C2\SC(=S)NC2=O)cc1` gave RNase H inhibition 6%.
`COc1cc([N+](=O)[O-])ccc1N=Cc1c(C)[nH]n(-c2ccc(Cl)cc2)c1=O` gave RNase H inhibition 13%.
CC(C)(C)c1ccc(C(=O)NNC(=O)c2ccncc2)cc1 was read as RNase H inhibition 0%.
Screening CCOc1ccc(S(=O)(=O)n2cnc(C)c2)c2ccccc12 returned RNase H inhibition 16%.
Screening COc1ccc(Cl)cc1N(CC(=O)NCc1ccccc1)S(=O)(=O)c1ccccc1 returned RNase H inhibition 16%.
CS(=O)(=O)N(CC(=O)Nc1ccccc1Br)c1ccc(Cl)cc1 was read as RNase H inhibition 4%.
For Cc1cc(/C=N/NC(=O)Cc2cccc(C(F)(F)F)c2)c(C)n1-c1cccc(C(=O)O)c1 the results were RNase H inhibition 0%.
Cc1ccc(S(=O)(=O)N/N=C/c2ccc([N+](=O)[O-])o2)cc1 was read as RNase H inhibition 8%.
COc1cccc(/C=C2\SC(=O)N(CCC(=O)NNC(=O)c3cccc(Cl)c3)C2=O)c1 was read as RNase H inhibition 27%.
Screening O=C(N/N=C/c1ccc(OC(=O)c2ccc([N+](=O)[O-])cc2)cc1)c1cccnc1 returned RNase H inhibition 13%.
CC(C)=NNc1nc(Cl)c(C#N)c(Cl)c1Cl was read as RNase H inhibition 14%.
For O=C(Nc1ccc(-c2noc(-c3ccc(Br)o3)n2)cc1)c1ccco1 the results were RNase H inhibition 4%.
For Oc1ccc(/C=N/Nc2nncc(-c3ccccc3)n2)cc1 the results were RNase H inhibition 5%.
For COc1ccc(OC)c(/C=N/NC(=O)c2c[nH]c3ccccc23)c1 the results were RNase H inhibition 18%.
Screening CCn1c(-c2ccc(C)cc2)csc1=Nc1ccccc1Cl returned RNase H inhibition 13%.
`CC(C)=NNC(=O)C(C)Sc1ccccc1` (stereo not drawn) gave RNase H inhibition 0%.
For COc1ccc(S(=O)(=O)Nc2ccccc2C)cc1 the results were RNase H inhibition 6%.
`CCc1cc2c3c(c(=O)oc2cc1OCc1cc(C(=O)OC)oc1C)CCCC3` gave RNase H inhibition 19%.
`O=C1/C(=C/c2ccc(-c3cccc(Cl)c3)o2)SC(=S)N1C1CCS(=O)(=O)C1` (stereo not drawn) gave RNase H inhibition 3%.
`Cc1cc(Cl)ccc1OCC(=O)Nc1sc2c(c1C(N)=O)CCC(C)C2` (stereo not drawn) gave RNase H inhibition 13%.
`COc1cc(-c2nc3ccc4ccccc4c3c3c2CCC3)cc(OC)c1O` gave RNase H inhibition 24%.
For COC(=O)C1=C(C)N=c2s/c(=C\c3ccc(OC)c(OC)c3)c(=O)n2C1c1ccccc1 (stereo not drawn) the results were RNase H inhibition 11%.
Screening CCOC(=O)CSc1nc(-c2ccccc2)cc(-c2ccccc2)n1 returned RNase H inhibition 7%.
For COc1cccc(N2C(=O)C3C4C=CC(C4=C4CCCCC4)C3C2=O)c1 (stereo not drawn) the results were RNase H inhibition 5%.
